Assay outcomes deposited in PubChem by several laboratories.
IMP-1 inhibitor – blocks Pseudomonas aeruginosa IMP-1 metallo-beta-lactamase | 0.45% of 290,000 active | AID 1556 | purified IMP-1, nitrocefin hydrolysis, epi-absorbance fluorescence | inhibition, % at 5.6 µM;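 active = inhibition above the mean plus 3 SD of all compounds in the same screening run, cut at about 4.5% in these data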;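 also: 0% = IMP-1 with DMSO and 100% = DMSO wells lacking enzyme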
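Test system: recombinant IMP-1 enzyme, purified / Medium: HEPES buffer pH 7.1 with ZnSO4 and Brij 35 / Doses: single dose, 5.6 µM / Times: 25 °C, 15 min preincubation, 25 min reaction / Detection: Epi-absorbance via hydrolysed-nitrocefin quenching of white-plate fluorescence, 480/530 nm, EDTA stop / Evaluation: percent inhibition from optical density relative to buffer-blank wells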
OXTR agonist – agonists of human oxytocin receptor. CHO-OTR cells, Fluo-8 calcium fluorescence; normalized: DMSO 0%, oxytocin 100%. activation, % at 3 µM. 0.32% of 320,000 active;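 active = activation above the mean of all tested compounds plus 3 SD, cutoff set per screening run, cut at about 20% in these data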;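 also: peak over basal fluorescence ratio from a 100 s FLIPR kinetic read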
FID counter – fluorescent intercalator displacement, NS3 helicase counter-screen | DNA fluorescent intercalator displacement, fluorescence | inhibition, % at 7.9 µM | 0.17% of 290,000 active | AID 1845; in the data active = inhibition above about 37%;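 also: 0% = vehicle and 100% = reference compound; higher means more ethidium bromide displaced from hairpin DNA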
PHOSPHO1 inh – PHOSPHO1 (human) inhibition | Q8TCT1 | recombinant PHOSPHO1, absorbance phosphatase assay | inhibition, % at 13.3 µM | 1.1% of 290,000 active; in the data active = inhibition above about 60%
Target sequence (Q8TCT1 whole entry, looked up): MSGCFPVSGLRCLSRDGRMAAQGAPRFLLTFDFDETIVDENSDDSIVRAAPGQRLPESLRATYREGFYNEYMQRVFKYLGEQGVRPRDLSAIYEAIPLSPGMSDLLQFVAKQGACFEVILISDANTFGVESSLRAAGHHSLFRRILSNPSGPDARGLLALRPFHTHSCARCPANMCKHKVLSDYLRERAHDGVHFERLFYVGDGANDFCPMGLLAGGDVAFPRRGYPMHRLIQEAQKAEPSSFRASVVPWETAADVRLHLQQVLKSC
VIM-2 inh – inhibitors of Pseudomonas aeruginosa VIM-2 metallo-beta-lactamase | purified VIM-2, nitrocefin hydrolysis, epi-absorbance fluorescence | inhibition, % at 5.6 µM | 0.89% of 290,000 active | AID 1527;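 active = inhibition above the mean of all tested compounds plus 3 SD, cutoff set per screening run, cut at about 7.5% in these data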;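 also: red hydrolysis product quenches plate fluorescence so inhibitors raise well fluorescence; 0% = enzyme with DMSO and 100% = DMSO without enzyme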
NS3 helicase inh – HCV NS3 helicase inhibition; NS3 helicase DNA unwinding, Cy5 molecular beacon fluorescence; inhibition, % at 10.9 µM; 0.56% of 290,000 active; AID 1800;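 active = inhibition above the mean of all tested compounds plus 3 SD, set per campaign, cut at about 35% in these data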;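 also: 0% = DMSO wells and 100% = thioflavine S control wells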
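assay system = NS3 helicase fragment of HCV | buffer or medium = MOPS pH 6.5, MgCl2, DTT, Tween20, BSA | timing = 60 min unwinding reaction at 25 °C after ATP addition | signal = Cy5 beacon fluorescence read at start and 1 h | read-out basis = % inhibition of unwinding | control set = low DMSO, high thioflavine S at 110 µM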
GPR7 antagonist – antagonists of human GPR7 (neuropeptides B/W receptor 1); inhibition, % at 4.4 µM; AID 1861; GPR7-expressing cells, fluorescence antagonist assay; P48145; 1.1% of 290,000 active; in the data active = inhibition above about 16%, passing the limit was not always enough;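 also: cells stimulated with the agonist NPW; 0% = agonist with vehicle and 100% = vehicle without agonist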
GalR3 antag – antagonists of human GalR3. inhibition, % at 3 µM. AID 651719. HEK293 GalR3-CNG cAMP membrane potential fluorescence; galR3 body fused to GalR1 C-terminus. 0.44% of 360,000 active. O60755;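 active = inhibition above the screen-wide average plus 3 SD, cut at about 13% in these data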;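 also: forskolin and galanin both at EC90 stimulate the cells; cAMP rise reported by CNG channel membrane potential dye signal; 0% = forskolin plus galanin with DMSO and 100% = forskolin alone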
Target sequence (O60755 1-299 limits assumed): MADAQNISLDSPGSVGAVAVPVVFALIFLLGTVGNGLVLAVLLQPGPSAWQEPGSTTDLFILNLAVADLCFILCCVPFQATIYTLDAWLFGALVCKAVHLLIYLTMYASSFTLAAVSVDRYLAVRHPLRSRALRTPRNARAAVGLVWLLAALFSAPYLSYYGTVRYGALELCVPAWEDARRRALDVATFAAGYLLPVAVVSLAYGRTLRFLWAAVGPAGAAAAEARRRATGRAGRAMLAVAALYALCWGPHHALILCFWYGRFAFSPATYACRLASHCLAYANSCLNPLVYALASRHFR
V1R ag counter – V1a receptor agonism, counter-screen for OXTR agonists. P37288. CHO-V1R cells, Fluo-8 calcium fluorescence, agonist mode; 0% DMSO, 100% 3 nM vasopressin. activation, % at 3 µM. 0.25% of 320,000 active;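 active = activation above the mean activation of all tested compounds plus 3 SD, per screening run, cut at about 20% in these data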;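 also: signal is peak over basal fluorescence ratio across a 100 second FLIPR read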
Target sequence (P37288 whole entry, looked up): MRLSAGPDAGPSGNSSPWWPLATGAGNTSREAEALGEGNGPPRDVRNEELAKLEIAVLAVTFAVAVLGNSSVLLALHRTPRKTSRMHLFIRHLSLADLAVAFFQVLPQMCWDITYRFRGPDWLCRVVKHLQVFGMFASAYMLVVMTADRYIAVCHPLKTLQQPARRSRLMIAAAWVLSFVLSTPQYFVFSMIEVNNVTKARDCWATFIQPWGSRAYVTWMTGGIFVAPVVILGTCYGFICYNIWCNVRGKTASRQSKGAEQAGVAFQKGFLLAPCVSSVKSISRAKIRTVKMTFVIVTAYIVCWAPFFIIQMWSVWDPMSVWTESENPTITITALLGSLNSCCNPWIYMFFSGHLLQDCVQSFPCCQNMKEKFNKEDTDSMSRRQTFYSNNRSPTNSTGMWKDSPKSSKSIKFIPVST
Numbers without * were called inactive; x = not tested or not shown.

The line under a structure holds: IMP-1 inhibitor	OXTR agonist	FID counter	PHOSPHO1 inh	VIM-2 inh	NS3 helicase inh	GPR7 antagonist	GalR3 antag	V1R ag counter
1) CCN1CCN(C(=O)c2sc3ncnc(N4CCc5ccccc5C4)c3c2C)CC1
 : -2.0	0.5	-11	2	-2.2	-5	7	-5	1.1
2) O=c1[nH]c2cc3c(cc2cc1CN(Cc1nnnn1CC1CCCO1)C1CCCCC1)OCO3 (stereo unspecified)
 : -2.0	0.8	-5	-32	-0.4	-1	-2	9	1.0
3) COc1ccc2cc(C#N)c(N3CCOCC3)nc2c1
 : -2.9	-0.6	-17	39	0.4	-2	-11	-7	1.0
4) Cc1cccc(Nc2ncnc3onc(-c4cccc(Cl)c4)c23)c1
 : -3.7	-2.0	-22	4	-1.0	12	-6	-5	-0.7
5) O=C(/C=C/c1ccccc1[N+](=O)[O-])NCc1ccccc1Cl
 : -0.9	-0.7	8	-26	-3.9	5	-10	4	-0.7
6) COC(=O)C1=C(N)c2c(F)cccc2C1(C#N)c1ccccc1 (stereo unspecified)
 : 0.2	-2.9	-6	-13	-5.8	1	-13	-1	-0.6
7) COc1ccc(-c2cc(C(=O)N3CCN(c4ncccn4)CC3)c3ccccc3n2)c(OC)c1
 : -0.7	-2.3	-34	-21	0.6	-11	2	1	-0.4
8) [O-][n+]1c2c(nn1-c1ccc(Cl)c(Cl)c1)-c1nonc1CC2
 : 0.7	-0.2	5	8	1.8	1	15	1	0.1
9) CC(=O)Nc1cc(C(C)(C)C)c(O)c(C(C)(C)C)c1
 : 1.3	-1.8	-6	55	-1.8	5	-4	-4	-1.5
10) Cc1nn(C)c(=O)n1-c1ccc(Oc2ccccc2)cc1
 : -1.9	-0.1	-5	-22	-0.9	-17	6	-4	-0.4
11) O=C(COC(=O)c1cccc(NS(=O)(=O)/C=C/c2ccccc2)c1)Nc1ccccc1OC(F)F
 : -3.7	-0.8	-16	-5	-4.0	-14	-9	0	0.0
12) CCOC(=O)c1cc(-c2ccccc2)sc1NC(=O)C(C)N1C(=O)NC(C)(c2ccc(Cl)cc2)C1=O (stereo unspecified)
 : -1.0	1.1	-5	14	-1.5	5	-9	-2	0.9
13) CC1(C)CC2(CC(C)(C)NC(=O)N2)NC(=O)N1
 : -3.2	-0.1	-3	9	-2.6	4	-7	-1	1.4
14) O=S1(=O)CCOC[C@H](CC2CCCCC2)N1Cc1ccc(F)cc1
 : -1.9	-1.8	-24	4	-2.6	-4	-3	0	-0.7
15) COc1ccc([C@H]2Oc3cc(O)cc(O)c3C(=O)C2[C@@H]2C(=O)c3c(O)cc(O)cc3O[C@@H]2c2ccc(OC)cc2)cc1 (stereo partly specified)
 : x	1.4	x	26	x	x	x	-1	1.7
16) Cc1ccc(S(=O)(=O)n2c3ccc(Cl)cc3c3nc(C)sc32)cc1
 : -3.9	x	-3	-17	-4.0	-7	-9	x	x
17) COc1ccccc1OCC(=O)Nc1ccc2c(c1)n(C)c(=O)n2C
 : -1.6	0.4	-18	-10	-2.1	-7	-14	-2	-0.5
18) CCOc1nc2cnccc2n(CC(=O)Nc2cccc(C)c2)c1=O
 : -2.8	0.0	-7	1	-1.2	10	1	-1	0.0
19) O=C(Nc1nc2c(s1)CCCC2)c1ccc2ncsc2c1
 : -2.1	-0.2	-11	-7	1.1	-15	-10	1	0.4
20) Cn1c(SCc2cc(=O)[nH]c3ccccc23)nnc1-c1ccco1
 : -1.7	-0.7	-9	24	-1.2	5	-5	-2	0.8
21) COc1ccc(/C=N/n2cc(-c3ccc(OC)cc3)nc2N)cc1
 : -5.1	1.2	-9	10	-6.9	-9	-12	x	-0.3
22) Cc1cccc(COCC(Cc2ccccc2)N2CCN(C(=O)c3ccc(C(F)(F)F)cc3)CCC2=O)c1 (stereo unspecified)
 : -1.0	-0.9	-42	-4	-0.9	-22	-6	x	4.5
23) O=C(Nc1ccncc1)c1ccc(-c2ccccc2)cc1
 : -2.1	12	5	-5	-1.1	-10	3	x	9.4
24) N#Cc1cc2c(nc1S(=O)(=O)Cc1ccccc1)CCCC2
 : -2.9	-0.7	0	-10	-0.5	-3	-4	-5	1.2
25) CCC1SC2=NC(C)=C(C(=O)OC)C(c3ccc(C)cc3)N2C1=O (stereo unspecified)
 : -3.9	-2.0	-19	-24	-3.5	8	-6	1	-0.7
26) COc1ccccc1CNC(=O)C(C)n1nc(C)c2c(C)n(-c3ccccc3)nc2c1=O (stereo unspecified)
 : -2.8	0.2	-40	17	-2.5	1	-8	-2	0.6
27) O=C(COC(=O)/C=C/c1ccccc1)Nc1cccc(Oc2ccccc2)c1
 : -0.4	3.1	1	8	-1.4	5	8	-2	3.8
28) O=C(NC(=S)Nc1ccc(S(=O)(=O)Nc2nccs2)cc1)c1ccc(F)c(F)c1
 : 1.1	0.8	-12	-9	-1.8	15	-13	-2	0.9
29) Cc1cc(C)nc(NC(=O)c2ccc(Cl)cc2)n1
 : 0.0	-0.3	1	3	-0.2	-6	5	-6	0.3
30) Cn1c(=O)c2c(-c3ccccc3)n3c4ccccc4ncc3c2n(C)c1=O
 : -0.3	-0.4	-6	x	-1.0	-6	-8	x	-0.9
31) COc1ccc(-c2nnn(CC(=O)N(CCN3CCOCC3)C(C(=O)NC3CCCC3)c3ccco3)n2)cc1 (stereo unspecified)
 : -1.8	-2.2	-11	13	-0.2	7	-14	-7	-0.7
32) CC1(C)Cc2c(c(N3CCOCC3)nc3sc4c(NCc5ccco5)nnnc4c23)CS1
 : -3.3	-1.1	-18	1	-1.5	35	-16	-4	-0.2
33) Cc1c(Cl)c([N+](=O)[O-])nn1CC(=O)N1CCCC1
 : -1.1	-0.3	8	4	-3.8	5	-8	-3	-0.1
34) CSc1ccccc1NC(=O)c1ccccc1
 : -1.8	-2.2	-14	12	-3.4	-1	7	-5	-0.6
35) COC(=O)c1ccsc1NC(=O)CCc1ccccc1
 : -0.6	-2.9	-20	-1	0.8	11	6	-4	-0.9
36) O=C(NCCN1CCCOC1=O)C(=O)NCCN1CCCOC1=O
 : -2.6	-0.8	-2	46	-3.9	-3	-12	-7	-0.2
37) COC(=O)CC1C(=O)NCCN1C(=O)CSc1nnc(Nc2ccc(OC)cc2)s1 (stereo unspecified)
 : -2.2	-0.1	-8	-21	-1.8	8	22	-7	-0.5
38) COc1ccc(S(=O)(=O)N2CCCN(CC(=O)Nc3ccc(NC(C)=O)cc3)CC2)cc1
 : -2.5	0.1	-22	14	-0.1	19	3	-1	0.4
39) O=C(Nc1ccccc1)Nc1ccccc1NS(=O)(=O)c1cccs1
 : -3.9	4.2	3	1	-2.7	7	-4	-5	6.1
40) CCCc1cc(C(=O)Nc2ccn(Cc3ccc(C)cc3)n2)no1
 : -3.2	-0.9	-24	8	-1.5	-19	-12	-6	-1.0

Brought forward from above: two entries, then new ones.
The line under a structure holds: IMP-1 inhibitor	OXTR agonist	FID counter	PHOSPHO1 inh	VIM-2 inh	NS3 helicase inh	GPR7 antagonist	GalR3 antag	V1R ag counter
39) O=C(Nc1ccccc1)Nc1ccccc1NS(=O)(=O)c1cccs1
 : -3.9	4.2	3	1	-2.7	7	-4	-5	6.1
40) CCCc1cc(C(=O)Nc2ccn(Cc3ccc(C)cc3)n2)no1
 : -3.2	-0.9	-24	8	-1.5	-19	-12	-6	-1.0
41) N#Cc1c(NC(=O)CCn2cnc3ccccc3c2=O)oc(-c2ccccc2)c1-c1ccccc1
 : -0.9	-0.9	-9	-7	1.5	5	18*	-5	0.8
42) O=C(c1ccccc1[N+](=O)[O-])N1CCCN(C(=O)c2ccccc2[N+](=O)[O-])CC1
 : -1.6	1.4	2	7	-2.4	2	-7	5	1.0
43) O=C(NCc1ccco1)c1cnc2n(c1=O)CCS2
 : -1.4	-0.3	-1	31	-1.5	-6	3	-5	0.3
44) CCOc1ccc(C(=O)NC2CCN(C(=S)NCc3ccco3)CC2)cc1
 : -0.6	0.6	-13	4	-0.5	10	5	-8	0.6
45) Cc1oc2ccc(OC(=O)N3CCOCC3)cc2c1C(=O)OC(C)C
 : -1.6	-1.2	-28	3	-1.2	6	-9	-1	-0.2
46) O=C(NNc1ncnc2ccccc12)c1cccc(Cl)c1
 : -1.6	1.4	0	33	-4.3	-1	-2	2	3.3
47) Cc1cccc(OCCN2C(=O)C(=O)c3cccc(C)c32)c1
 : -4.2	-2.4	1	-22	-5.0	-6	5	8	-0.9
48) O=C(O)c1ccc(-n2nnnc2SCc2ccccc2Br)cc1
 : -2.5	1.7	-27	38	-2.2	-10	0	-9	1.9
49) COC(=O)c1cc(S(=O)(=O)N2CCN(c3ccc(F)cc3)CC2)cn1C
 : -1.7	5.1	-20	17	-1.0	7	15	-10	3.7
50) Cc1noc(C)c1S(=O)(=O)Nc1ccc(C(=O)NC2CCCCC2C)cc1 (stereo unspecified)
 : -0.1	0.4	-19	8	0.8	0	0	0	0.9
51) COc1ccc(OC)c(NC(=O)Cn2cc(C#N)c3ccccc32)c1
 : -4.1	2.6	-5	-29	-4.2	-8	-2	0	1.5
52) CCOC(=O)C1CCCN(C(=O)c2cccc(S(=O)(=O)N3CC(C)OC(C)C3)c2)C1 (stereo unspecified)
 : -4.5	4.0	-28	32	-3.0	6	-21	1	4.0
53) NC(=NCc1ccc2c(c1)OCO2)NC(=O)c1ccccc1
 : -0.9	x	23	-16	-2.9	-13	-14	-4	x
54) COc1cc(C2C(C(C)=O)=C(O)C(=O)N2CCc2c[nH]c3ccccc23)ccc1O (stereo unspecified)
 : -2.0	0.7	-13	47	-0.4	11	-8	0	0.2
55) Cc1cc(C)n(/N=C/c2c[nH]c3ccccc23)c(=O)c1
 : -3.8	0.2	-1	-8	-5.2	1	-14	-2	4.3
56) O=C(Nc1nc(-c2cccnc2)cs1)c1ccc([N+](=O)[O-])cc1
 : -4.2	1.8	2	24	-3.1	1	-3	6	3.0
57) CC1CN(Cc2nnc(-c3ccccc3)o2)CC(C)O1 (stereo unspecified)
 : -0.8	1.0	-2	28	-1.2	-9	-12	-3	0.6
58) c1cnn(-c2cncc(-n3cccn3)n2)c1
 : -2.4	-0.1	-1	46	1.3	11	-9	-4	0.3
59) CN1CCN(CC(O)COCCOc2ccc(Br)cc2)CC1 (stereo unspecified)
 : -1.6	0.1	7	2	-0.8	-11	-8	3	0.3
60) COCCn1c(N)c(C#N)c2nc3ccccc3nc21
 : -2.9	2.1	1	13	0.0	8	-10	-2	1.3
61) CC(C)(C)NCCCCOc1ccc(F)cc1
 : -4.7	0.0	9	-1	-3.2	-1	-8	-6	1.9
62) Cc1nc(-c2ccc(Cl)cc2)sc1C1(C)CC(c2ccc([N+](=O)[O-])cc2)=NO1 (stereo unspecified)
 : x	0.6	x	2	x	x	x	-4	-0.6
63) COc1ccc(NC(=O)C2CCN(S(=O)(=O)c3ccc(N4CCCC4=O)cc3)CC2)cc1OC
 : -2.3	0.2	-32	18	-3.3	-12	-3	-10	0.1
64) COc1ccccc1C1C2C(=O)N(c3ccccc3)C(=O)C2ON1c1ccccc1 (stereo unspecified)
 : -1.4	-0.8	-14	-7	-1.3	-13	-17	-6	0.5
65) O=C(Nc1ccnc(-c2cccnc2)n1)c1ccc(Cl)cc1
 : -1.8	0.6	-2	16	-2.4	-8	-12	-4	0.5
